# Screening data as filed in PubChem BioAssay.
# NTR1 ag – agonists of NTR1, primary screen, imaging, U2OS cells, beta-arrestin-GFP, high content (AID 493036) | P30989 | NTR1-U2OS beta-arrestin-GFP spot imaging, agonist mode | activation, % at 20 µM | 330,000 compounds, 0.17% hits;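 active means activation at or above 40% of the spot to cytoplasm intensity ratio, with at least 20 cells analyzed; inconclusive means wells under 20 cells, flagged as cytotoxic or low count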;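 further: 0% = DMSO without peptide and 100% = 100 nM NTR1 peptide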
# Target sequence (P30989 whole entry, looked up): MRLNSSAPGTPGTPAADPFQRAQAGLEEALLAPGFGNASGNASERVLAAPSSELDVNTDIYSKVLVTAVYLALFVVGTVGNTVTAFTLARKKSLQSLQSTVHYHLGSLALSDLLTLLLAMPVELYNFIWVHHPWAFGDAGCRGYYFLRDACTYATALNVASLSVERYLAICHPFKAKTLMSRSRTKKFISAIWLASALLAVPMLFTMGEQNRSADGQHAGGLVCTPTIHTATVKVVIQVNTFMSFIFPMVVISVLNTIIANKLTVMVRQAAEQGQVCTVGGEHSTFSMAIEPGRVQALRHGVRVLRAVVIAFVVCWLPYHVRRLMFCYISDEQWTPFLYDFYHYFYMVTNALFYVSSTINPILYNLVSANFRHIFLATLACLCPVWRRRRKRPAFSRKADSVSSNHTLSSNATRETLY
# GPR55 antagonists – inhibition of LPI-stimulated GPR55 beta-arrestin translocation – imaging, U2OS, beta-arrestin-GFP, LPI agonist, primary screen (AID 2013); U2OS GPR55 beta-arrestin-GFP translocation imaging, LPI antagonism; higher % means a stronger effect; inhibition, % at 10 µM; hits with a dose series show IC50 in µM; 290,000 compounds, 0.13% hits;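 active means spots per cell inhibited over 60%, with over 100 cells counted and total cytoplasm intensity under 500,000; inconclusive means wells with under 100 cells, flagged as likely toxic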;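 further: U2OS cells stably carrying GPR55 and arrestin-GFP stimulated by 5 µM LPI near EC80; imaged beta-arrestin-GFP aggregate spots per cell after agonist stimulation; plate controls were LPI-stimulated DMSO wells for no effect and DMSO wells without LPI for full effect; some results filed as inactive read as strong as hits; confirmed hits need IC50 under 10 µM and bright autofluorescent wells are also inconclusive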
# GPR35 antagonists – inhibition of zaprinast-stimulated GPR35 beta-arrestin translocation – imaging, U2OS, beta-arrestin-GFP, zaprinast agonist, primary screen (AID 2058) | inhibition, % at 10 µM, or IC50 in µM where a hit was titrated | 290,000 compounds, 0.052% hits | U2OS GPR35 beta-arrestin-GFP translocation imaging, zaprinast antagonism; higher % means a stronger effect;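 active means inhibition of at least 50% with at least 30 cells and total cytoplasm GFP at most 10,000,000; inconclusive means under 30 cells or total GFP of 10,000,000 plus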
# KOR beta-arrestin-1 – kappa opioid receptor blockers – cell-based, luminescence, uHTS (AID 1778) | inhibition, % at 10 µM; hits with a dose series show IC50 in µM | 290,000 compounds, 0.091% hits | KOR beta-arrestin recruitment, luminescence, antagonist mode; higher % means a stronger effect; in the data active means inhibition above about 50%; further: strong numbers were not always called active
# West Nile virus CPE – inhibition of WNV-induced cytopathic effect – cell-based, CPE readout (AID 1621). 290,000 compounds, 0.02% hits. one-dose CPE inhibition, % at 10 µM; IC50 in µM for titrated hits. West Nile virus-infected cells, CPE inhibition; higher % means a stronger effect; in the data active means a potency from the dose series; inconclusive means CPE inhibition mostly from about 3.7% at the one dose, without a potency; inactive means the rest, 99 in 100 with CPE inhibition below about 2.2%; further: strong numbers were not always called active
# KOR beta-arrestin-2 – KOR agonists, beta-arrestin recruitment, primary screen, cell-based, luminescence, uHTS (AID 1777) | KOR beta-arrestin recruitment, luminescence; higher % means a stronger effect | activation, % at 10 µM, or EC50 in µM where a hit was titrated | 280,000 compounds, 0.02% hits; in the data active means activation above about 50%, passing the limit was not always enough; further: a part of the inactive calls stands beside numbers as strong as those of hits
# PhoP inhibition – inhibitors of PhoP regulon expression, primary screen, Salmonella Typhimurium, GFP reporter (AID 1863). S. Typhimurium PhoP-regulated promoter GFP reporter, 4 h; higher % means a stronger effect. inhibition, % at 50 µM, or IC50 in µM where a hit was titrated. 300,000 compounds, 0.16% hits;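 active means inhibition over 29.93%, a cutoff 3 SD above the screen mean, later confirmed by dose response; inconclusive means inhibition over 29.93% but no dose response follow-up; inactive means inhibition at most 29.93% or unconfirmed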;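 further: 0% = low Mg2+ inducing control and 100% = high Mg2+ repressing control; strong numbers were not always called active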
# GPR55 beta-arrestin – GPR55 agonists via beta-arrestin recruitment, primary screen, imaging, U2OS cells, beta-arrestin-GFP redistribution (AID 1961); U2OS GPR55 beta-arrestin-GFP redistribution imaging; higher % means a stronger effect; one-dose activation, % at 10 µM; EC50 in µM for titrated hits; 290,000 compounds, 0.048% hits;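 active means activation above 40% with more than 50 cells counted in the well; inconclusive means wells holding fewer than 50 cells, flagged as toxic or sparse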;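 further: U2OS osteosarcoma cells stably expressing GPR55 and beta-arrestin-GFP; plate controls were DMSO negative control for no effect and LPI positive control for full effect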
# T cell HTS – T cell immune modulators affecting CD8 T cell-vesicle binding. 330,000 compounds, 0.068% hits. calls only at 7 µM. 2C CD8+ T cell-vesicle binding, flow cytometry; hits give low values;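 active means response, share of CD8 T cells binding vesicles, and their 90th percentile fluorescence all below set limits, cut at about 80% in these data, passing the limit was not always enough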
#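 Material: 2C TCR transgenic mouse naive CD8+ T cells, MACS-purified. Also added: QL9-charged Drosophila Ld/ICAM-1/B7-1 vesicles. Timing: binding 1.5 h at 37 °C. Measured by: high-throughput flow cytometry with anti-B7-1 and anti-CD8 staining. Read-out: percent CD8+ FL2 mean versus row control. Controls: Unloaded micro-vesicles (low), QL9 vesicles with 0.7% DMSO (high).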
# T cell HTS vesicle-bound % – second read-out of T cell HTS, no call of its own (marks repeat the call); double positive events, %; measured here: CD8+ vesicle-bound cell fraction;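 binding gate set so that unloaded-vesicle control wells show 10% double positive cells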
# NTR1 ag cell count 20 µM – second read-out of NTR1 ag, no call of its own (marks repeat the call); cell count; measured here: cell count, cytotoxicity flag
# * hit, by the source's call; i = inactive; ? = inconclusive; · = not tested or not shown; [ ] = another dose, or the depositor's remark.
# The line under a structure holds: T cell HTS, PhoP inhibition, KOR beta-arrestin-2, NTR1 ag, GPR55 beta-arrestin, KOR beta-arrestin-1, T cell HTS vesicle-bound %, NTR1 ag cell count 20 µM, GPR55 antagonists, GPR35 antagonists, West Nile virus CPE
- CCOC(=O)N1CCC(NC(=O)CC(NS(=O)(=O)c2ccc(C)cc2)c2ccco2)CC1 (stereo unspecified)
    i, 4.2%, -2.1%, -0.1, 0.1%, 29.8%, 65.7, 63, -11.7%, -13.6%, -0.2%
- Cc1cc(N2CCN(C)CC2)nc2ccc(NC(=O)CCC(=O)N3CCN(c4ccc([N+](=O)[O-])cc4)CC3)cc12
    i, -1.4%, -0.8%, 10.6, -0.1%, 9.2%, 20.1, 44, -1.4%, 3.4%, 2.8%
- CC(C)N1CCN(Cc2ccc3c(c2)Cc2ccccc2-3)CC1CCO (stereo unspecified)
    i, 4.0%, ·, -1.7, -0.1%, -160.7%[20 µM], 31.5, 97, 10.7%, 7.2%, ?
- Cc1cc(N(CC(=O)NC(C)C)S(C)(=O)=O)ccc1Br
    i, 2.2%, 17.2%, -0.9, 0.1%, 3.1%, 41.7, 60, 0.7%, 1.4%, -0.3%
- CCOC(=O)C(C)n1cnc2scc(-c3ccc(C)c(C)c3)c2c1=O (stereo unspecified)
    i, 12.0%, 8.7%, 1.1, -0.1%, -44.7%[20 µM], 48.8, 52, 10.3%, 7.3%, -0.7%
- CC(=O)NCCc1c(C)n(Cc2ccccc2)c2ccccc12
    i, -5.8%, 3.9%, -1.4, -0.2%, -11.9%, 65.6, 73, -10.2%, 0.4%, -0.6%
- CCCCN(CC)C(=O)c1cc2cc3ccc(OC)cc3nc2o1
    i, 0.8%, 2.6%, 0.4, 0.0%, 18.0%, 21.4, 107, 31.3%, 4.1%, -0.4%
- COCCN(CC(=O)NCc1ccccc1)C(=O)CCC(=O)Nc1ccccn1
    i, -1.8%, -0.3%, -1.3, -0.2%, 1.8%, 21.6, 46, 0.7%, -0.6%, 1.0%
- COc1ccccc1NC(=O)/C(=N/OCc1ccc(C#N)cc1)C(C)=O
    i, -4.4%, 1.2%, -0.5, -0.3%, -6.1%, 32.8, 49, 11.0%, -9.3%, 1.2%
- CC1=NN(C(=O)Cn2ccc([N+](=O)[O-])n2)C(O)(C(F)(F)F)C1 (stereo unspecified)
    i, 18.0%, -1.8%, -0.5, -0.1%, 21.5%, 43.5, 52, -2.5%, -14.0%, 0.0%
- O=C(CN(C(=O)c1csnn1)c1ccccc1Cl)NC1CCCCC1
    ·, ·, -2.4%, 0.9, -0.1%, -4.7%, ·, 58, 9.9%, -10.5%, 0.9%
- C=C(C)CC1(NC(C)c2ccccc2)CCCCC1 (stereo unspecified)
    i, 14.4%, -0.2%, 0.9, 0.2%, 4.2%, 52.4, 82, -7.9%, -1.5%, 0.1%
- Cc1ccc2[nH]c(=O)c(CN(CCCN3CCOCC3)Cc3nnnn3C3CCCC3)cc2c1
    i, -5.5%, -5.1%, 4.0, 0.5%, -10.3%, 16.7, 48, 4.4%, -10.0%, 1.7%
- Cc1cc(C)nc(SC2CCCCC2O)n1 (stereo unspecified)
    i, 2.4%, -3.0%, 0.3, 0.3%, 20.8%, 36.7, 58, 6.3%, 5.8%, -0.7%
- Cc1ccc(CSC2=NCCN2C(=O)C(C)Oc2ccccc2)cc1 (stereo unspecified)
    i, 3.7%, -1.3%, 0.6, 0.4%, -23.0%, 32.4, 60, -11.2%, -8.9%, -0.6%
- COc1ccc(COc2cccnc2N)cc1
    i, 5.3%, -1.9%, -0.2, -0.4%, -16.5%, 13.4, 41, 5.7%, -8.5%, -0.9%
- Clc1ccc2nc(C3CCN(Cc4ccccc4)CC3)[nH]c2c1
    i, 18.6%, 3.8%, -0.3, 0.6%, -3.1%, 20.1, 56, -3.4%, 4.8%, -1.0%
- COc1ccc2[nH]cc(C(=O)CN3CCCC(C)C3)c2c1 (stereo unspecified)
    i, 5.9%, 3.0%, -1.3, 0.2%, -19.5%, 54.6, 28, 1.5%, 9.1%, 0.2%
- O=C1NC2=C(C(=O)CCC2)C(c2ccc([N+](=O)[O-])cc2)N1 (stereo unspecified)
    i, 5.2%, 2.6%, -0.7, -0.2%, -12.2%, 31.0, 52, 7.1%, -2.6%, -0.1%
- CCOc1ccc(OCCC(=O)N2CCN(S(=O)(=O)c3ccc(OCC)cc3)CC2)cc1
    i, -4.2%, 5.5%, 3.0, 0.6%, -27.9%, 21.1, 65, 5.5%, 2.3%, -0.6%
- CN(Cc1ccccc1)C(=O)c1nc2ccccn2c1CN1CCC(N2CCOCC2)CC1
    i, 0.5%, 5.5%, 0.5, 0.0%, 11.8%, 38.3, 59, -0.8%, -3.5%, -0.3%
- COc1cc(C(O)P(=O)(OCC(C)C)c2ccc(N(C)C)cc2)cc(OC)c1OC (stereo unspecified)
    i, 1.5%, 2.8%, -0.5, -0.3%, 8.0%, 40.3, 53, 10.0%, -9.9%, -0.1%
- CCOC(=O)C1CCN(C(=O)c2ccc3c(Cl)c4c(nc3c2)CCCC4)CC1
    i, -6.5%, -1.8%, 3.5, -0.1%, -32.1%, 19.5, 67, 2.2%, 2.2%, 0.6%
- CN(C)S(=O)(=O)c1ccc2c(c1)nc(CCC(=O)O)n2C
    ·, -1.1%, -7.0%, 1.5, 0.1%, -3.3%, ·, 79, 13.3%, 7.2%, 0.1%
- CC(=O)c1cccc(CN2CCN(CCC(C)C)C(CCO)C2)c1 (stereo unspecified)
    i, -9.2%, -1.1%, -0.7, -0.2%, -8.6%, 27.8, 66, 4.1%, 7.1%, -0.7%
- N#CC(=C1CCCC1)c1nc(-c2ccc(Cl)cc2)cs1
    i, -5.1%, -0.6%, 5.3, -0.2%, 2.8%, 39.6, 39, 8.7%, 8.9%, -0.3%
- COC(=O)c1cn(NC(=O)c2ccc(F)cc2)c(=O)c2ccccc12
    i, 8.5%, 3.5%, -1.1, -0.1%, -9.5%, 63.6, 80, ·, -2.3%, 0.5%
- COc1ccc(/C=N/n2c(SC)nnc2-c2ccccc2)c(OC)c1OC
    ·, 4.1%, -2.8%, ·, 1.1%, -66.1%, ·, ·, -6.6%, 9.4%, 0.1%
- CCN(CC)CCNC(=O)c1ccc(NC(=O)/C=C/c2cc(OC)c(OC)c(OC)c2)cc1
    i, 7.9%, -0.6%, 1.1, 0.6%, -20.2%, 51.8, 69, -9.8%, 5.2%, 0.7%
- Cc1cc(C)cc(-n2c(C)cc(C(=S)N3CCOCC3)c2C)c1
    i, 4.0%, 7.0%, 0.0, -0.3%, -16.1%, 44.8, 35, 2.2%, -6.7%, -0.8%
- COc1cc(=O)n(C)c2c(OCC3OC(C)(C)OC3(C)C)cccc12 (stereo unspecified)
    i, -3.8%, 0.6%, 2.8, 0.3%, -10.0%, 9.9, 89, 11.1%, -2.4%, -0.4%
- C[C@H](NC(=O)[C@H](Cc1ccccc1)n1c(=O)[nH]c2ccccc2c1=O)C(=O)N1CCC[C@H]1C(=O)O
    i, 5.4%, 2.7%, 1.4, -0.2%, -28.6%[20 µM], 53.5, 89, 6.7%, -3.4%, 1.0%
- Cc1c(Cl)cccc1NC(=S)N(CCCN1CCOCC1)Cc1ccco1
    i, -2.8%, -1.1%, 2.9, -0.5%, -6.1%, 52.8, 49, 14.8%, 1.0%, -0.8%
- CCN(CC(=O)Nc1cc(Cl)ccc1C)C(=O)COc1cccc2c1OC(C)(C)C2
    i, 2.4%, 0.6%, 0.1, -0.1%, -24.5%, 28.8, 79, -4.1%, -1.2%, -0.7%
- O=C(CSc1ccc(-c2cccc([N+](=O)[O-])c2)nn1)NC1CCCC1
    i, 0.3%, -2.4%, 1.3, -0.5%, 16.1%, 22.6, 48, 9.4%, -0.6%, -0.8%
- O=C(NC1CCCc2ccccc21)C1CCN(S(=O)(=O)c2ccccc2)CC1 (stereo unspecified)
    i, 11.8%, -0.7%, 4.1, -0.4%, 42.5%, 8.0, 52, 11.4%, -3.0%, -1.5%
- COc1ccc(NS(=O)(=O)c2ccc(-c3coc(C)n3)cc2)c(OC)c1
    i, 0.8%, 0.6%, -1.0, -0.1%, -19.8%, 9.6, 46, 9.2%, -9.6%, 0.2%
- Cc1ccsc1C(=O)OCC(=O)NCC1CCCO1 (stereo unspecified)
    i, -6.2%, -3.1%, 0.5, -0.1%, -4.5%, 3.8, 44, 0.3%, -11.4%, 0.1%
- Cc1ccc(OCC(=O)NCCCNC(=O)c2ccco2)cc1C
    i, 0.1%, -8.0%, 0.3, -0.2%, -1.2%, 49.8, 55, 21.4%, -6.3%, -0.6%
- OCC1(Cc2ccccc2C(F)(F)F)CCN(Cc2ccccc2)CC1
    i, -3.6%, -5.3%, -0.1, 0.0%, 11.6%[20 µM], 25.1, 53, 11.3%, 0.9%, -0.2%
- COc1cc([N+](=O)[O-])ccc1NC(=O)Nc1ccc2c(c1)OCCO2
    i, -3.5%, -1.4%, 6.7, -0.1%, 1.1%, 49.0, 41, 3.0%, -11.7%, 0.4%
- NC(=O)CSc1ncnc2c1oc1ccccc12
    i, 8.1%, -0.8%, 1.7, -0.1%, 6.3%, 38.6, 66, -1.2%, 22.2%, 0.1%

# Entries shown so far containing fluorine:
# The line under a structure holds: T cell HTS, PhoP inhibition, KOR beta-arrestin-2, NTR1 ag, GPR55 beta-arrestin, KOR beta-arrestin-1, T cell HTS vesicle-bound %, NTR1 ag cell count 20 µM, GPR55 antagonists, GPR35 antagonists, West Nile virus CPE
- CC1=NN(C(=O)Cn2ccc([N+](=O)[O-])n2)C(O)(C(F)(F)F)C1 (stereo unspecified)
    i, 18.0%, -1.8%, -0.5, -0.1%, 21.5%, 43.5, 52, -2.5%, -14.0%, 0.0%
- COC(=O)c1cn(NC(=O)c2ccc(F)cc2)c(=O)c2ccccc12
    i, 8.5%, 3.5%, -1.1, -0.1%, -9.5%, 63.6, 80, ·, -2.3%, 0.5%
- OCC1(Cc2ccccc2C(F)(F)F)CCN(Cc2ccccc2)CC1
    i, -3.6%, -5.3%, -0.1, 0.0%, 11.6%[20 µM], 25.1, 53, 11.3%, 0.9%, -0.2%
